Bioassay records (PubChem BioAssay)
sEH activator = increases human soluble epoxide hydrolase activity. activation, % at 2 µM. hit rate 0.04% among 91,000. purified human sEH enzymatic activity, activator screen. P34913. AID 717; in the data active means activation above about 37%; further: values of inactives mirror those of a sister screen read the other way
Smad3 FoxH1 inh = inhibitors of human Smad3 transcription factor binding; P84022; TR-FRET Smad3/Dy647-FoxH1 peptide binding, europium anti-His; inhibition, % at 25 µM; hit rate 0.29% among 88,000; AID 630;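 active means compounds that reduce the energy-transfer binding signal between the protein and its labelled peptide by more than half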;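 further: 0% = Smad3 plus labelled peptide maximal FRET and 100% = peptide-only background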
Lung fibro prol = blocks proliferation of human lung fibroblasts. LL 47 human lung fibroblast viability, ATP luminescence; stronger effect = lower value. viability, % at 10 µM. hit rate 1.1% among 85,000. AID 719;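 active means viability at or below 50% in the single dose screen; inactive means viability above 50%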;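 further: compound exposure lasted 72 h before the ATP readout; 100% = median luminescence of untreated cell-only wells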
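Test system: LL 47 human lung fibroblasts; Quantity: 1,150 cells/well; Buffer or medium: IMEM plus 15% FBS; Dosing: tenfold compound dosing solution, DMSO at 0.1%; Timing: overnight cell rest, 72 h compound treatment at 37 °C; Detection: ATP-based CellTiter-Glo luminescent readout; Read-out basis: viability percentage against median untreated-cell control; Controls: cell-only wells, no compound.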
ERb coact inh = blocks coactivator binding to human estrogen receptor beta. Q92731. TR-FRET ER-beta LBD / SRC1-Cy5 peptide binding; receptor agonist-loaded with 1 µM estradiol. inhibition, % at 25.6 µM. hit rate 1.3% among 86,000;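 active means compounds whose percent inhibition of the receptor-coactivator binding signal exceeds about 50% in the single-dose screen, limit read from the data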;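 further: 0% = receptor plus peptide wells without compound and 100% = peptide-only wells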
Target sequence (Q92731 whole entry, looked up, the tested form may be a part): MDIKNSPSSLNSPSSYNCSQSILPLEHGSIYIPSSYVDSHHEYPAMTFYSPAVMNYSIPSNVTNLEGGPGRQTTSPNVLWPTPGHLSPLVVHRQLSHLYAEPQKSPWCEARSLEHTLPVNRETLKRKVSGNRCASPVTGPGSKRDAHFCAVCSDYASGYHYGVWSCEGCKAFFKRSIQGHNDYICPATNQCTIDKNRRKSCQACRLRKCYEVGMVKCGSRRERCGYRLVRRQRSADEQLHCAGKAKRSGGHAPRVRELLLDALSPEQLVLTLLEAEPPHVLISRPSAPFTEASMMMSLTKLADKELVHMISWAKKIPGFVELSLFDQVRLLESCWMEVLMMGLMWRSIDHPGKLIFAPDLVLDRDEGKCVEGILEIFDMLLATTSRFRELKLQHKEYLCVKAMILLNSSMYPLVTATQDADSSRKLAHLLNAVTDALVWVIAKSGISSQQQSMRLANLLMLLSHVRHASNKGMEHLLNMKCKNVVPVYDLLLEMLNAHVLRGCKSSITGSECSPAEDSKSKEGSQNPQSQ
HUVEC prolif 384 = human endothelial cell proliferation inhibition. viability, % at 10 µM (by protocol). HUVEC proliferation, CellTiter-Glo luminescence, 72 h; stronger effect = lower value. hit rate 1.1% among 86,000;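 active means viability at or below 30%; inactive means viability above 30%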;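 further: 100% = median luminescence of DMSO-only cell control wells on each plate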
ERa SRC1 pot = ER-alpha (human) coactivator binding potentiation; TR-FRET ERalpha-LBD/SRC-Cy5 coactivator binding, 2 h; 100 = basal binding, no effect; P03372; coactivator binding (% of control), % at 25.6 µM; hit rate 1.3% among 86,000; in the data active means activity above about 200%;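 further: binding measured in presence of low estradiol as agonist stimulus; 0% = peptide alone without receptor and 100% = receptor with peptide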
Target sequence (P03372 whole entry, looked up, the tested form may be a part): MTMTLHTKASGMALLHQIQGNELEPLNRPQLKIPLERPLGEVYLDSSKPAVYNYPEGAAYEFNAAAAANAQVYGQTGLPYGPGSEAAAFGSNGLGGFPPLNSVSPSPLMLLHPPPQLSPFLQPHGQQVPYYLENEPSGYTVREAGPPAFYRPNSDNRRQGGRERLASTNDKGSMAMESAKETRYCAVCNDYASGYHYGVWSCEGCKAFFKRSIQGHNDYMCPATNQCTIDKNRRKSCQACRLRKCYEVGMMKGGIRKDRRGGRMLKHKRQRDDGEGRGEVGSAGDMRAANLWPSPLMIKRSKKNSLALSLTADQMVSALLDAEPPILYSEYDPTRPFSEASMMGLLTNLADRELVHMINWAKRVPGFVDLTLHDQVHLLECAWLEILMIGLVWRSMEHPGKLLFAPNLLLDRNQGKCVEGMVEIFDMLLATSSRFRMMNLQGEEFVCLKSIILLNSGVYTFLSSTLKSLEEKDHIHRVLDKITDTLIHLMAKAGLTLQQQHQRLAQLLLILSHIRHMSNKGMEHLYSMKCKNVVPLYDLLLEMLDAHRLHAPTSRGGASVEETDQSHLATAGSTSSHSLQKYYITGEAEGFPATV
Calb biofilm kill = kills Candida albicans biofilms | C. albicans biofilm + clotrimazole, Alamar Blue | AID 834 | inhibition, % at 6 µM | hit rate 0.14% among 85,000;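 active means inhibition above 20%; inactive means inhibition below 20%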;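 further: preformed 24 hr biofilms exposed to compound for 48 hr; 0% = biofilm without compound and 100% = blank killed by clotrimazole plus chlorhexidine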
ERa coact inh = blocks coactivator binding to human estrogen receptor alpha; P03372; TR-FRET ER-alpha LBD / SRC-1 peptide, estradiol-bound; inhibition, % at 25.6 µM; hit rate 1.7% among 86,000; AID 629; in the data active means inhibition above about 50%;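 further: 0% = receptor plus peptide control and 100% = peptide only without receptor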
H69AR inhibit = growth inhibitors of human H69AR lung tumor cells. H69AR lung tumor viability, ATP luminescence, 72 h; stronger effect = lower value. viability, % at 10 µM. hit rate 6% among 85,000. AID 598;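 active means viability at or below 40%; inactive means viability above 40%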;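 further: multidrug resistant small cell line overexpressing MRP-1 efflux transporter; 100% = mean luminescence of untreated control wells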
Numbers without * were called inactive; x = no result given; [ ] = remark or other dose. This is a subset. The share of hits here may be higher or lower than overall.

SMILES	sEH activator	Smad3 FoxH1 inh	Lung fibro prol	ERb coact inh	HUVEC prolif 384	ERa SRC1 pot	Calb biofilm kill	ERa coact inh	H69AR inhibit
O=C1CC(c2ccccc2)n2nc(NC(=O)c3ccccn3)nc2N1 (stereo not drawn)	x	0	54	11	93	108	-3	2	29*
CCCCN(CCCC)S(=O)(=O)c1ccc(OC)c2ncccc12	x	1	107	-5	116	103	5	-4	81
Cc1cc2c(n1-c1ccc(Br)cc1)CC(C)(C)CC2=O	-16	16	96	7[fluorescence artefact?]	86	87	10	5[fluorescence artefact?]	76
CN1CCN(C(=O)c2ccc(CN3CCOCC3)cc2)CC1	x	-5	98	12[fluorescence artefact?]	104	116	1	-3	95
COc1ccc(Cc2nnc(Nc3ccc(C)cc3C)[nH]c2=O)cc1	0	3	103	4[fluorescence artefact?]	91	102	3	2[fluorescence artefact?]	101
Cc1nn(-c2ncc(C(F)(F)F)cc2Cl)c(=O)n1-c1ccccc1Cl	-7	-4	97	-3[fluorescence artefact?]	96	108	-5	0[fluorescence artefact?]	89
O=C(Nc1ccccn1)NC12CC3CC(CC(C3)C1)C2	x	8	98	-12	102	136	7	-6	91
Cn1c(=O)c2c(SCc3cccc(C(F)(F)F)c3)nc(-c3ccco3)nc2n(C)c1=O	x	8	48*	2	20*	131	8	-5	101
c1ccc(-c2noc(-c3cccc4ccccc34)n2)nc1	-4	-5	89	18	82	91	4	11	38*
O=C(O)CSc1nnc(CNc2cccc(C(F)(F)F)c2)n1Cc1ccco1	-2	0	100	31	100	94	-8	-3	101
Nc1ccccc1NC(=O)c1ccccc1N	-5	10	103	-1	94	120	3	-3	103
O=C(CSc1nnc(-c2cccc(S(=O)(=O)N3CCCCC3)c2)o1)c1ccc[nH]1	-15	-6	84	24[fluorescence artefact?]	90	94[fluorescence artefact?]	0	18	67
CCOc1ccccc1Nc1ncccc1C(=O)N1CCCC1	-51	11[fluorescence artefact?]	92	0[fluorescence artefact?]	113	106	5	2	85
Cc1c(NC(=O)C2(c3ccccc3)CCOCC2)c(=O)n(-c2ccccc2)n1C	-10	1	103	4	96	101[fluorescence artefact?]	8	0	99
COc1ccc(N(CC(=O)N2CCc3ccccc32)S(=O)(=O)c2c(C)n[nH]c2C)cc1	4	-4	98	2[fluorescence artefact?]	98	85	3	1[fluorescence artefact?]	100
CCc1ccc(-c2cc(C(=O)Nn3cnnc3)c3ccccc3n2)cc1	7	-17	77	-5	74	100	2	-3	61
Fc1ccccc1C(c1nnnn1Cc1ccc2c(c1)OCO2)N1CCN(Cc2ccco2)CC1 (stereo not drawn)	7	-2	98	-7	108	111	7	2	80
COc1cccc2cc(C(=O)C3=C(O)C(=O)N(CCCN(C)C)C3c3ccncc3)oc12 (stereo not drawn)	x	3	91	2	104	115	2	-3	105
COc1cccc(-c2cc(C(=O)N3CCCCC3C)no2)c1 (stereo not drawn)	-12	8[fluorescence artefact?]	105	8[fluorescence artefact?]	111	112[fluorescence artefact?]	7	6[fluorescence artefact?]	96
Cc1[nH]c(=O)[nH]c(=O)c1S(=O)(=O)NCC12CC3CC(CC(C3)C1)C2	x	3	100	-5	100	100	6	-5	112
Cc1cccc(N(C)C(=O)CCS(=O)(=O)c2cccc3nonc23)c1	x	10	96	-15	87	133	3	-16	94
C1CSC2(N1)C1CC3CC2CC(C1)C31NCCS1 (stereo not drawn)	8	13	98	-2	103	108	8	-9	99
CCOC(=O)C1=C(O)C(=O)N(c2ccc(S(N)(=O)=O)cc2)C1c1ccc(OC)cc1 (stereo not drawn)	2	0	107	3	93	110	6	-5	97
COc1ccc(NC(=O)CSc2nnc(Cn3cnc4ccccc43)n2C)cc1	-10	-4	92	0[fluorescence artefact?]	95	107	6	-1	103
COc1cc(C2=NOC(C(=O)NCc3ccccn3)C2)cc(OC)c1OC (stereo not drawn)	4	-14	107	-15	115	100	5	-7	80
SMILES	sEH activator	Smad3 FoxH1 inh	Lung fibro prol	ERb coact inh	HUVEC prolif 384	ERa SRC1 pot	Calb biofilm kill	ERa coact inh	H69AR inhibit
COc1ccccc1NC(=O)CSc1nnc(Cn2c(=O)sc3ccccc32)n1C	x	0	99	-4	97	127[fluorescence artefact?]	-6	-2	95
O=C(Cn1ccc2ccccc2c1=O)NCCC(=O)N1CCN(c2cccc(C(F)(F)F)c2)CC1	9	-7	94	-4	83	105	1	-4	80
CCNc1nc(NC(C)C)nc(OCCNS(=O)(=O)c2cc(C)ccc2C)n1	2	-5	94	-12	97	111	7	2	75
CCCn1c(NC(=O)C2CCN(S(=O)(=O)c3cccs3)CC2)nc2ccccc21	-5	0	65	-8	72	99	7	0	39*
C=C1C2(C(=O)NCc3ccco3)CCC(C2)C1(C)C (stereo not drawn)	-5	-1	101	-7[fluorescence artefact?]	97	99	7	-7	87
CCN(CC)S(=O)(=O)c1ccc2[nH]cc(C(=O)NCCCN3CCCCC3C)c(=O)c2c1 (stereo not drawn)	-9	11	106	-1	104	127	1	0	104
COc1ccc(NC(=O)NCc2cccnc2)cc1OC	-1	10	89	-30	92	109	8	-40	83
COc1cccc(C(=O)NC2(C(F)(F)F)N=C3SCCN3C2=O)c1 (stereo not drawn)	10	-8	99	-1	97	112	3	2	99
Cc1cc(C)nc(-n2nc(C)cc2NC(=O)c2cc3ccccc3oc2=O)n1	x	9[fluorescence artefact?]	105	7[fluorescence artefact?]	96	107	5	-4	72
CC1(C)CC(=O)C2=C(C1)OC(N)=C(C#N)C21C(=O)N(Cc2ccccc2Cl)c2ccccc21 (stereo not drawn)	0	6	97	1	82	102	0	1	92
CCC(=O)N/C(=N/c1nc(C)cc(C)n1)Nc1ccc(OC)cc1	11	-8	86	-6	86	118	5	4	84
CCCCn1c(SCC(=O)OCC)nc2c1c(=O)[nH]c(=O)n2C	5	16	104	-1	96	92	10	12	99
Oc1cccc(Nc2ncnc3ccccc23)c1	-2	-2[fluorescence artefact?]	97	13	74	101[fluorescence artefact?]	10	-3	95
Cc1cc(=O)oc(C)c1C(=O)NCCc1ccc(F)cc1	6	5	110	5	105	116	3	-2	94
O=C(CN(Cc1ccccc1)C(=O)CCC(=O)Nc1ccccn1)NCc1ccco1	2	15[fluorescence artefact?]	99	-10	106	120	5	0	95
Cc1ccc(CN2C(=O)CCC2C(=O)NCc2ccco2)cc1 (stereo not drawn)	10	-2	105	7	96	108	7	-10	84
O=C1Nc2cc(Cl)c(Cl)cc2N(O)N1c1cccc(Cl)c1	17	1	93	9	91	103	10	-9	103
Cc1cc(C(=O)CSc2nnc(-c3ccccc3)n2-c2ccccc2)c(C)n1-c1ncn[nH]1	19	-7	99	5	104	132	2	6	106
O=C(N/N=C/c1ccc(Br)cc1)c1ccccc1-n1cccc1	2	-1	82	-2[fluorescence artefact?]	56	100	8	9	21*
CSC1=NC2(CC(c3ccccc3)Oc3cc(O)ccc32)CC(C)(C)N1 (stereo not drawn)	-4	-16	91	-11	80	99	5	-10	70
CSCCC(NC(=O)CCN1C(=O)c2ccccc2C1=O)C(=O)O (stereo not drawn)	3	7	96	-1	103	116	1	-15	109
COc1cccc(-c2ccc(C#N)c(OC(=O)c3c(Cl)cccc3Cl)n2)c1	-7	14	85	10	61	124	1	-1	44
Cc1ccc(S(=O)(=O)N2CCN(C(=O)CCC(=O)N3CCc4ccccc43)CC2)cc1	x	5	103	-9	93	108	5	-4	86
CCCn1c(C)cc(=O)c2cc(NC(=O)c3cnccn3)ccc21	x	17	98	27[fluorescence artefact?]	96	226*[fluorescence artefact?]	9	40[fluorescence artefact?]	7.2*
O=C(COC(=O)c1cc2ccccc2o1)c1ccccc1	x	11	100	0	99	121	3	7	94

Single records, as listed above:
`CCCn1c(C)cc(=O)c2cc(NC(=O)c3cnccn3)ccc21` across the screens: sEH activator = x; Smad3 FoxH1 inh = 17; Lung fibro prol = 98; ERb coact inh = 27[fluorescence artefact?]; HUVEC prolif 384 = 96; ERa SRC1 pot = 226*[fluorescence artefact?]; Calb biofilm kill = 9; ERa coact inh = 40[fluorescence artefact?]; H69AR inhibit = 7.2*
`O=C1Nc2cc(Cl)c(Cl)cc2N(O)N1c1cccc(Cl)c1` across the screens: sEH activator = 17; Smad3 FoxH1 inh = 1; Lung fibro prol = 93; ERb coact inh = 9; HUVEC prolif 384 = 91; ERa SRC1 pot = 103; Calb biofilm kill = 10; ERa coact inh = -9; H69AR inhibit = 103

Further records follow:
SMILES	sEH activator	Smad3 FoxH1 inh	Lung fibro prol	ERb coact inh	HUVEC prolif 384	ERa SRC1 pot	Calb biofilm kill	ERa coact inh	H69AR inhibit
CCOC(=O)c1c(NC(=O)CSc2nnc(Cc3csc(N)n3)n2C)sc(C)c1C	14	8	93	-1	85	110	5	6	69
Cc1cccc(N2CCN(C(=O)C3CCCN(S(=O)(=O)c4c(C)noc4C)C3)CC2)c1C (stereo not drawn)	-6	0	90	-12	100	115	7	-3	73
CCOC(=O)c1cnc(SCc2ccc(C(C)(C)C)cc2)nc1N	-12	-13	94	-1[fluorescence artefact?]	84	94	-3	2	68
COC(=O)C1=C(C)Nc2ncnn2C1c1ccccn1 (stereo not drawn)	-14	3	111	4	110	127	6	2	91
Cc1c(Cl)cccc1NC(=O)CC1NCCNC1=O (stereo not drawn)	-12	2	102	-10[fluorescence artefact?]	102	111	0	-12	92
CC(C)(C)SCCNC(=O)c1ccc(Cl)c(S(=O)(=O)N2CCOCC2)c1	-86	-17	103	10	106	106[fluorescence artefact?]	10	13	93
COc1ccc(Cn2nnnc2CN2CCc3ccccc3C2)cc1	9	5	93	0[fluorescence artefact?]	105	105[fluorescence artefact?]	4	0	102
O=C(Nc1ccccc1)NC1(C(=O)N2CCN(c3ncccn3)CC2)CCCCC1	-2	9	100	-23[fluorescence artefact?]	93	129	9	-26	94
COc1ccc2cc(CN(Cc3cccnc3)S(=O)(=O)c3ccccc3)c(=O)[nH]c2c1	8	-11[fluorescence artefact?]	98	20[fluorescence artefact?]	93	87[fluorescence artefact?]	10	15	68
COc1cc(NC(=O)CSc2ccc3c(c2)OCCO3)cc(OC)c1OC	2	-1	104	-2	95	104	-3	-5	97
O=C1CC(C(=O)Nc2cccc3ccccc23)C2(CCCC2)O1 (stereo not drawn)	2	-5	94	-11	87	95	7	-6	76
CCOC(=O)c1c(NC(=O)CSc2nnc(C)s2)sc2c1CCN(C)C2	-4	5	99	48	91	92[fluorescence artefact?]	9	85*[fluorescence artefact?]	76
Cc1cccc(Nc2ccccc2C(=O)NCc2ccco2)c1C	6	-1	85	-4	64	85	7	-8	16*
COc1ccc(CCNC(=O)c2cccnc2)cc1	9	8	106	13	99	114	2	-11	70
CCCCC(=O)Nc1nn(CC(C)C)c2nc3ccccc3cc12	5	-12	89	-6	97	124	1	-2	80
Cn1c(=O)c2[nH]c(CNCc3ccccc3Cl)nc2n(C)c1=O	-9	4	94	2	93	119	8	2	90
CCOC(=O)C1=C(C(C)=O)C(c2cccnc2)C(C#N)=C(N)O1 (stereo not drawn)	-4	4	94	-9	95	104	7	-8	96
COCCCNS(=O)(=O)c1ccc(OC)c(Cl)c1Cl	1	5	102	-17[fluorescence artefact?]	92	105	7	-16	90
Cc1ccc(OCc2nnc(SCc3ccc(C#N)cc3)n2-c2ccc(C)cc2)cc1	-10	3	90	-19	105	94	6	-11	103
CCOC(=O)c1c(C)[nH]c(C)c1C(=O)COC(=O)c1ccc(S(=O)(=O)N(CC)CC)cc1	0	17	96	-8	106	90	7	-2	84
Cc1cccc(C2NC(=O)c3c(sc(C)c3C)N2)c1O (stereo not drawn)	6	0	93	5	83	71[fluorescence artefact?]	-4	1	69
O=S1(=O)N=C(N2CCOCC2)c2ccccc21	4	0	97	-15	104	108	7	0	88
